# HTR5A ag ctr: HTR5A agonism, opioid heterodimer counter-screen; AID 504692; activation, % at 9.3 µM; 340,000 compounds, 0.61% hits; HTR5A agonist assay, luminescence, cell-based; P47898; in the data active = activation mostly above about 9.5%, no sharp cut-off; inactive = mostly below about 7.6%;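 also: 0% = cells with vehicle only and 100% = reference agonist; strong numbers were not always called active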
# HTR5A inv ctr: HTR5A inverse agonism, opioid heterodimer counter-screen. HTR5A cell line, luminescence. inhibition, % at 9.3 µM. AID 504634. P47898. 340,000 compounds, 0.083% hits; in the data active = inhibition mostly above about 23%, no sharp cut-off; inactive = mostly below about 18%;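 also: 0% = cells with DMSO and 100% = no-cell wells with DMSO; some compounds called inactive have numbers as strong as hits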
# OPRM1-OPRD1 ag: OPRM1-OPRD1 heterodimerization agonism; AID 504326; 340,000 compounds, 0.3% hits; cells, luminescence; P35372+P41143; activation, % at 9.3 µM; in the data active = activation above about 18%;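 also: 0% = vehicle-treated cells and 100% = reference agonist; values of inactives mirror those of a sister screen read the other way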
# Target sequence (P35372 whole entry, looked up): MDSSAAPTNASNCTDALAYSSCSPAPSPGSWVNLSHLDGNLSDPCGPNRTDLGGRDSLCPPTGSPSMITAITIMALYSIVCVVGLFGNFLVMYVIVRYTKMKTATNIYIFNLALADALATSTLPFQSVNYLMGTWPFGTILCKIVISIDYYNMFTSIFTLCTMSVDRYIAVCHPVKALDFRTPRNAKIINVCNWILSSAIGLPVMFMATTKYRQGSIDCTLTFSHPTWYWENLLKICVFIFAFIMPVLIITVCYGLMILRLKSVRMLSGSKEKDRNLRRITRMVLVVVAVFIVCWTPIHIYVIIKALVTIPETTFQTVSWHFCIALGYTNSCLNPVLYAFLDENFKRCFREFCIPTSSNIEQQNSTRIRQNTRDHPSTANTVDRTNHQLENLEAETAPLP
# Target sequence (P41143 whole entry, looked up): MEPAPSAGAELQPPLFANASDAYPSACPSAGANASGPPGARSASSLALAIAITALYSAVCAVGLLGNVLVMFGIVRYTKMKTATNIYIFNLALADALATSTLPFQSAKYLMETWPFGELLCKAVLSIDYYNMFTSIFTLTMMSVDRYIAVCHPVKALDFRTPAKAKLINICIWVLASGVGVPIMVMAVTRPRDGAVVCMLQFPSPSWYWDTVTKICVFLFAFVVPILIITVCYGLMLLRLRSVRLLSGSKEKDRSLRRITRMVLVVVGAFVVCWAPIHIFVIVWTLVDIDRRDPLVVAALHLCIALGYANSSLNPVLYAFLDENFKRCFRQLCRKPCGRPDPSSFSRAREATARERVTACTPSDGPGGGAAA
# C-LANA FP: KSHV C-LANA DNA binding inhibition. MBP-C-LANA/FAM-LBS DNA binding, fluorescence polarization. inhibition, % at 9 µM. 340,000 compounds, 0.078% hits. AID 504423;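 active = highest replicate inhibition at or above 60% at 9 µM, even if other replicates fall short; inactive = all replicates below 60% inhibition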;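 also: 0% = neutral control wells and 100% = 4 µM acridine orange control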
# V-ATPase pHluor: alters yeast V-ATPase proton transport; S. cerevisiae, pHLuorin cytosolic pH fluorescence; response, % at 10 µM; 350,000 compounds, 0.37% hits; in the data active = response mostly above about 7.3%, no sharp cut-off; inactive = mostly below about 5.4%; also: actives read high; inactives centre near 0; some compounds called inactive have numbers as strong as hits; reference of the scale not given here
# Keap1 Nrf2 FP: Keap1-Nrf2 (human) interaction inhibition. inhibition, % at 9.4 µM. 340,000 compounds, 0.15% hits. Keap1 Kelch-Nrf2 peptide fluorescence polarization, 1536-well. Q14145; in the data active = inhibition above about 12%;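 also: human Keap1 Kelch domain with fluorescein labeled Nrf2 9mer peptide probe; 0% = neutral control wells and 100% = peptide positive control; higher means more block of Keap1 binding to Nrf2 peptide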
# cardiac RTF act: increases calcium sensitivity of human cardiac regulated thin filaments; activation, % at 7.2 µM; P19429+P45379; IANBD-labeled TnC RTF fluorescence at EC20 calcium; 0% EC20 calcium, 100% full calcium; AID 493008; 340,000 compounds, 0.24% hits;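 active = activation above the mean over all tested compounds plus 3 SD, cut at about 30% in these data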;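 also: rise in fluorescence read as greater calcium sensitivity of cardiac thin filaments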
# Cardiac RTF inh: cardiac RTF calcium desensitization | P19429+P45379 | IANBD-labeled cardiac RTF, Ca2+ fluorescence | inhibition, % at 7.15 µM | 340,000 compounds, 0.12% hits | AID 493244;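 active = inhibition above the mean inhibition of all tested compounds plus 3 SD, cut at about 17% in these data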;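 also: assay run at fixed EC70 calcium of 1.6 mM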
# CAL-PDZ inh HTS: inhibitors of human CAL PDZ peptide binding. Q9HD26. purified CAL PDZ, TMR-peptide fluorescence polarization, 1 h. inhibition, % at 24.9 µM. 300,000 compounds, 0.92% hits. AID 602252;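 active = mean inhibition of at least 30% with at least half of replicates also reaching 30%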;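 also: 0% = DMSO neutral control and 100% = excess unlabeled competitor peptide PRC23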
# MOR-DOR inv ag: inverse agonists of human mu-delta opioid receptor heterodimerization; P35372+P41143; cell-based MOR-DOR heterodimer luminescence, inverse agonism; inhibition, % at 9.3 µM; 340,000 compounds, 0.21% hits; in the data active = inhibition above about 22%, passing the limit was not always enough;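 also: 0% = cells with DMSO and 100% = wells without cells with DMSO; values of inactives mirror those of a sister screen read the other way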
# Active calls of the source: *; . = not tested or not shown. Compounds were not picked by outcome; about 2.8% have a hit in one of these screens.
SMILES,HTR5A ag ctr,HTR5A inv ctr,OPRM1-OPRD1 ag,C-LANA FP,V-ATPase pHluor,Keap1 Nrf2 FP,cardiac RTF act,Cardiac RTF inh,CAL-PDZ inh HTS,MOR-DOR inv ag
Cc1c(C(=O)NC(C)c2ccccc2)c(-c2ccccc2)nn1-c1ccccc1 (configuration not stated),0,22,1.0,-0.4,4,2,4,0,-3,-5
CCOc1ccc(-n2cc(C(=O)Nc3cccc(OC)c3)c3cc(OC)c(OC)cc3c2=O)cc1,6,-9,-2.6,0.5,-2,3,2,-12,-4,15
CCOc1cc(C2C(C(=O)OCC(C)C)=C(C)N=C3SCCC(=O)N32)ccc1OC(C)=O (configuration not stated),5,-16,-0.9,0.5,1,-4,-1,-4,-3,4
CCCCCCCC1(C)NC(=O)N(CC(=O)Nc2cc(C)on2)C1=O (configuration not stated),0,-15,1.5,0.6,0,5,0,-6,.,-8
O=CN1CCCN(C(=O)CC2C(=O)NCCN2Cc2cccc(Oc3ccccc3)c2)CC1 (configuration not stated),1,-36,-2.8,1.2,-1,2,0,-6,-3,14
COc1ccccc1N1CCN(C(=O)c2ccc(-c3ccc(Cl)cc3)o2)CC1,1,-2,0.7,-0.2,8,-4,-5,3,-6,-3
CC(C)(C)c1ccc(-n2ncc3c2CCCC3NC(=O)CN2CCCCC2=O)cc1 (configuration not stated),4,-16,-1.3,1.3,-2,0,-1,4,-3,6
CCN(CC(=O)Nc1ccc2c(c1)OCCO2)c1nc(-c2cccnc2)nc2ccccc12,2,-14,-4.2,-1.4,3,-2,-2,9,-2,22
CCOC(=O)c1sc2nccc(OC)c2c1N=CN(C)C,-4,9,-2.4,-0.3,-2,-1,-1,11,0,13
O=S(=O)(/C=C/c1ccccc1)Nc1ccc(N2CCOCC2)cc1,1,-26,1.3,-0.2,-2,0,3,5,1,-7
O=C1CCN(S(=O)(=O)c2cccs2)c2ccc(C(F)(F)F)cc2N1,-4,10,-1.1,1.1,1,0,-1,-7,5,6
Cc1ccc(S(=O)(=O)N2CCCCC2)cc1NC(=O)COC(=O)Cc1c(F)cccc1Cl,5,-19,-0.1,-0.8,2,-5,3,8,-4,0
O=C(OC1CCOC1=O)c1cncc(Br)c1 (configuration not stated),1,-21,-2.5,0.0,1,-1,-5,-3,-7,15
O=C(OCC(=O)c1ccc[nH]1)C1=COCCO1,3,-9,-0.6,0.0,3,-2,1,-1,.,3
C/C(=N\NC(=O)Cn1ccc(C(F)(F)F)n1)c1ccc2c(c1)OCO2,-1,3,-1.8,-1.0,3,-5,3,8,-3,9
Cc1ccc(NC(=O)C(C)Sc2nnc(C)n2CC2CCCO2)cc1 (configuration not stated),1,-2,-2.2,0.4,-1,-6,1,2,-7,12
CC1(C)CC(=O)C2=C(C1)OC1=C(C(=O)CC(C)(C)C1)C2c1ccc(O)c([N+](=O)[O-])c1,-1,-1,-2.2,-1.4,-3,2,-5,-24,-2,16
COC(=O)C1=C(C)N(Cc2ccccc2)C(=NCc2ccccc2)N[C@H]1c1cccc(F)c1,8,-23,14,0.2,-4,2,8,-9,-4,-79
CCOC(=O)c1sc(NC(=O)C2CC(=O)N(c3ccc4c(c3)OCCO4)C2)nc1C (configuration not stated),0,0,-1.1,0.1,2,-2,-1,-4,-14,4
COc1ccccc1NC(=O)C(=O)NCCCN1CCCC1=O,2,11,-1.8,2.3,-1,-10,1,-30,-1,12
COCCN(C(=S)Nc1ccccc1C)C(C)c1cccs1 (configuration not stated),-1,21,-2.9,0.3,-3,-4,8,-19,-2,15
Cc1cccc(-n2c(O)c(C=NCc3ccccn3)c3ccccc3c2=O)c1,8,10,-1.7,0.6,-7,-7,0,6,-2,10
C[C@H](NCc1c[nH]c2ccccc12)c1ccccc1,8,-29,-1.1,1.0,2,-3,1,-7,-2,5
COc1nc(OC)nc(N2CCC(C(=O)NC3CC3)CC2)n1,0,-38,-1.4,1.0,-3,0,7,-10,.,8
CCc1cccc2c(C(=O)CSc3nnc(-c4ccncc4)n3C)c[nH]c12,2,-7,-1.0,-0.6,-3,-5,4,4,-2,7

# The last 4 entries of the section before come first, to join the parts:
SMILES,HTR5A ag ctr,HTR5A inv ctr,OPRM1-OPRD1 ag,C-LANA FP,V-ATPase pHluor,Keap1 Nrf2 FP,cardiac RTF act,Cardiac RTF inh,CAL-PDZ inh HTS,MOR-DOR inv ag
Cc1cccc(-n2c(O)c(C=NCc3ccccn3)c3ccccc3c2=O)c1,8,10,-1.7,0.6,-7,-7,0,6,-2,10
C[C@H](NCc1c[nH]c2ccccc12)c1ccccc1,8,-29,-1.1,1.0,2,-3,1,-7,-2,5
COc1nc(OC)nc(N2CCC(C(=O)NC3CC3)CC2)n1,0,-38,-1.4,1.0,-3,0,7,-10,.,8
CCc1cccc2c(C(=O)CSc3nnc(-c4ccncc4)n3C)c[nH]c12,2,-7,-1.0,-0.6,-3,-5,4,4,-2,7
COc1cc(N/C(=N/S(=O)(=O)c2ccccc2)c2ccccc2)ncn1,5,4,-2.3,-1.2,3,1,4,0,1,14
CCO[C@@H]1OC(C(=O)N2CCN(Cc3ccccc3)CC2)=C[C@H](c2cn(C(C)=O)c3ccccc23)[C@H]1CCCO,0,1,-0.7,0.6,-1,-4,1,-11,-2,4
O=C(Nc1ccc(S(=O)(=O)Nc2ncccn2)cc1)C12CC3CC(CC(C3)C1)C2,1,2,-2.7,0.7,1,1,0,-8,-4,14
CC1CCc2c(C(=O)NCc3cccnc3)csc2C1 (configuration not stated),2,-5,-2.7,0.3,3,2,3,5,-2,13
Cc1ccc(S(=O)(=O)N(C)CC(=O)O/N=C(\N)c2ccc([N+](=O)[O-])cc2)cc1,8,-26,2.5,-2.4,0,4,0,-5,-8,-12
Cc1onc(-c2ccccc2Cl)c1C(=O)NCc1ccccc1,-2,-21,-0.7,-1.8,1,3,-2,-9,-3,3
CC(C)NC(=O)CCCn1c(=S)[nH]c2cc3c(cc2c1=O)OCO3,-2,1,-2.6,0.6,-3,1,-1,1,-3,13
CCCc1[nH]n(-c2nc3ccccc3s2)c(=O)c1C=NCCCOC,2,-7,-1.9,-0.9,1,-9,4,-11,-5,10
COc1cc(Br)cc(/C=C/c2ccc3cccc(O)c3n2)c1O,2,-9,-1.7,-1.6,-4,-5,2,0,-7,8
CC1CC2=C(NC(=S)NC2c2ccccc2F)/C(=C/c2ccccc2F)C1 (configuration not stated),4,-11,-4.0,-0.9,3,-5,5,1,2,20
Cc1cc(NS(=O)(=O)c2ccc(NC(=O)CCCOc3ccc(Cl)cc3)cc2)no1,3,5,-1.5,3.1,-1,-4,-3,7,-4,9
Cc1ccc(NC(=O)CN(c2ccccc2)S(=O)(=O)N(C)C)cc1,4,-6,-0.5,-3.2,-3,-1,-3,-12,-2,3
COc1ccc(OCCC(=O)c2ccc(OC)cc2)cc1,-2,10,-2.0,0.0,-4,-5,4,0,-3,11
CC1(C)NC(=O)N(CCOCCOc2ccccc2)C1=O,2,3,-2.0,0.3,2,-5,2,-8,-2,11
Cc1cc(C)cc(OC(=O)CCN2C(=O)c3ccccc3C2=O)c1,5,-12,2.8,-0.2,2,-4,10,-3,-5,-16
Cc1nc2ccc(NC(=O)c3ccc(N4C(=O)CCC4=O)cc3)cc2s1,0,3,-0.3,0.7,2,0,1,-8,5,1
Cc1cc(C(=O)OCC(=O)Nc2ccc(F)cc2F)c(C)o1,2,-17,-1.9,-1.0,6,-10,9,-7,-5,11
COc1cc(C(=O)NCC(c2cccs2)N2CCOCC2)c([N+](=O)[O-])cc1OC (configuration not stated),2,-11,-1.4,-0.1,3,-1,-2,-15,1,9
COC(=O)c1ccc(CSc2nc3c(cnn3-c3ccc(F)cc3)c(=O)[nH]2)o1,0,9,-0.6,0.2,-3,-3,5,-6,.,3
COc1cccc2c1N1C(=O)c3c(C(=O)O)cccc3C1CC2(C)C (configuration not stated),0,2,-1.1,0.6,-4,-5,-2,-3,-2,6
Cn1c(=O)c(S(=O)C2CCCCC2)c(O)c2ccccc21 (configuration not stated),5,-20,-1.2,-0.5,-3,-3,-1,-8,2,6
CC(Sc1n[nH]c(N)n1)C(=O)Nc1cccc(S(=O)(=O)N2CCOCC2)c1 (configuration not stated),0,1,-0.9,2.5,7,-2,-3,0,-1,5
Cc1cc(C(=O)NNC(=O)c2ccc(C(F)(F)F)cc2)no1,8,-4,-2.8,-0.7,2,1,-9,-2,60*,14
CC(C)CCOCC1CC2(CC(C)(c3csc(N)n3)OC2=O)C(=O)O1 (configuration not stated),-2,6,0.8,-1.5,2,-4,-1,-8,1,-4
CCCCNc1ncnc2sc3c(c12)CCN(CCC)C3,1,-5,0.6,-1.4,-8,2,-4,-9,-5,-3
# Later entries
SMILES,HTR5A ag ctr,HTR5A inv ctr,OPRM1-OPRD1 ag,C-LANA FP,V-ATPase pHluor,Keap1 Nrf2 FP,cardiac RTF act,Cardiac RTF inh,CAL-PDZ inh HTS,MOR-DOR inv ag
O=C(COC(=O)c1ccc2c(c1)OCCO2)NCCc1ccc(F)cc1,4,-9,0.9,1.3,0,-4,-3,-2,-1,-4
Cc1ccccc1OCC(=O)Nc1ccccc1N1CCOCC1,-3,19,0.7,-2.3,1,2,-3,1,-2,-4
COc1ccc(-c2cc(C(=O)Nc3cc(C)nn3-c3ccccc3)no2)cc1,3,-14,-3.5,-0.5,-4,-2,-2,-6,-4,21
COc1cc(NC(=O)c2ccc(-c3ccc(Br)cc3)o2)ccc1NC(=O)C(C)C,4,-11,-1.3,-0.5,3,-7,-3,2,-2,7
c1ccc(-c2cn3nc(-c4ccccc4)sc3n2)cc1,2,20,0.0,0.4,-5,-6,7,-8,-3,0
COc1ccc(N2CCN(C(=O)Cn3ncc4c([nH]c5ccccc54)c3=O)CC2)cc1,2,-6,-0.2,-2.0,-1,0,-2,-12,1,1
O=C(NC1CCN(C(=O)Nc2cccc(F)c2)CC1)C1CCCCC1,4,2,-1.1,1.3,3,-4,-1,7,6,7
O=C(COC(=O)c1ccc(Br)cc1)NCc1ccc(F)cc1,-5,-33,2.3,-1.5,2,-4,1,0,-1,-12
C/C(=N\NC(=O)c1cccc([N+](=O)[O-])c1)c1ccco1,-1,-8,-0.5,0.7,4,-7,2,5,-2,2
CS(=O)(=O)c1ccc2c(c1)SC1=NC(=O)/C(=C/c3ccco3)C(=N)N12,3,-15,-2.6,2.7,4,-2,-2,-10,.,14
CC(=O)NCCc1ccc(O)cc1,-3,19,-2.9,2.6,2,-4,-3,-4,3,15
COc1ccc([C@H]2CC(=O)C=C(c3cccc(OC(F)(F)F)c3)C2)cc1,-2,5,2.0,-0.1,11,-1,7,-9,19,-12
CN1CCN(c2oc(-c3ccccc3)nc2S(=O)(=O)c2ccc(Br)cc2)CC1,-3,18,1.4,-1.0,4,0,2,0,-3,-7
N#C/C(=C\c1ccccc1)C(=O)Nc1cccnc1,-6,16,3.9,-0.9,1,3,1,0,-5,-19
Cc1ccccc1CS(=O)(=O)c1snnc1C,-2,5,-3.3,0.1,-6,0,-3,-5,-3,16
Cc1cccc(N2CCN(CC(=O)NCc3ccccc3)CC2)c1C,0,5,-1.6,-3.0,-3,-3,7,-3,.,8
